Assay outcomes as filed in PubChem.
KB-V1 cytotox: qHTS assay for MDR1-selective chemotherapeutics: Primary screen using the drug-selected MDR subline cells KB-V1; KB-V1 MDR cells viability, CellTiter-Glo, 72 h; Potency, µM (doses to about 46.1 µM), inactives show at the top dose activity change, negative = cytotoxicity, most hits filed as cytotoxic; 400,000 compounds, 3.4% hits; AID 1347076, 2019; note: nearly all actives have a fitted effect of over 60% in size
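Potencies derive from concentration-effect curves fitted to normalized luminescence (CellTiter-Glo) of KB-V1 cells treated for 72 h at 37 degrees C in phenol-red-free DMEM containing 10% FBS.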
KB-3-1 cytotox: qHTS assay for MDR1-selective chemotherapeutics: Primary screen using the parental adenocarcinoma cell KB-3-1; Potency, µM (doses to about 46.1 µM), for the others: at the top dose activity change, negative = cytotoxic, actives largely listed as cytotoxic; KB-3-1 viability, CellTiter-Glo ATP luminescence, 72 h; 400,000 compounds, 1.4% hits; note: nearly all actives have a fitted effect of over 60% in size
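Parental KB-3-1 adenocarcinoma cells in phenol-red-free DMEM with 10% FBS were pin-treated with compounds at several concentrations, incubated 72 h at 37 °C, and viability read by CellTiter-Glo luminescence; concentration-effect curves were fitted after normalization.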
ATXN2 expr inh: Primary qHTS for Inhibitors of ATXN expression; HEK-293 ATXN2-luciferase reporter, luminescence, 24 h; 360,000 compounds, 0.72% hits; Potency, µM (highest dose often 57 µM), for inactives: at the top dose activity change, negative = inhibition, hits mostly inhibitors; note: nearly all actives have a fitted effect of over 55% in size
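ATXN2-luciferase reporter cells (luciferase flanked by upstream and downstream ATXN2 gene portions) were treated 24 h at 37 °C with compounds at up to 57 uM. SteadyGlo luminescence gave expression; GF-AFC fluorescence gave viability.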
Active calls of the source: *; ? = inconclusive; [ ] = another dose, or the depositor's remark. Calls come from the whole dose curve; as a rule, active = well fitted curve in the direction sought with a large enough effect; inconclusive = small, poorly fitted or top-dose-only effect, or another doubt; inactive = no such curve, though single readings can be large; an effect the other way counts as inactive or inconclusive. % is set by controls: 0 for no effect and ±100 for the full control effect; potency is the fitted concentration of half-maximal effect.

SMILES | KB-V1 cytotox | KB-3-1 cytotox | ATXN2 expr inh
Cc1cc(C)cc(OCC(=O)Nc2nc3c(s2)CC(C(C)(C)C)CC3)c1 (stereo not given) | -6% | -2% | 5%
CCN(CC)c1nc(-c2ccc(C(C)(C)C)cc2)nc2ccccc12 | -12% | ? | 115%[activator]
Cc1ccc(NC(=O)c2c(C)oc3ccc(O)c(CN4CCOCC4)c23)cc1 | 7% | 9% | 2%
O=C(O)c1cccc(Nc2ncnc3scc(-c4ccccc4)c23)c1 | 3% | 33% | 12%
CC(C)NC(=O)CN1C(=O)c2cccnc2Sc2ccccc21 | 2% | 2% | 7%
COc1ccc(S(=O)(=O)NCCSc2nnnn2-c2ccccc2)cc1 | -20% | 0% | -24%
Cc1ccc(OCC(=O)Nc2cc3nn(-c4ccccc4)nc3cc2C)cc1 | -7% | 1% | 6%
O=C(CSc1nc(-c2ccccc2)[nH]c1-c1ccccc1)Nc1ccc2c(c1)OCO2 | -21% | ? | 20µM*
O=C(CN1C(=O)C2CCCCN2c2ccc(C(=O)N3CCCC3)cc21)NCc1ccc(F)cc1 (stereo not given) | 2% | 4% | 6%
Cn1c2c(c(=O)n(C)c1=O)C(c1cccc(O)c1)CC(=O)N2 (stereo not given) | ? | 12% | 15%
O=C(Nc1ccc2c(c1)N(C1CCCC1)C(=O)c1ccccc1S2)c1cccc(F)c1 | ? | ? | 0%
Nc1c(C(=O)Nc2cccc(Cl)c2)sc2nc3c(cc12)CN(Cc1ccccc1)CC3 | -1% | -26% | -24%
Cc1ccc(-c2c3c(=O)n(C)c(=O)n(C)c3c3c(C(F)(F)F)nc4ccccc4n23)cc1 | 4% | -7% | -7%
CCOCCn1ccc2c(OCC(=O)NCc3ccc(F)cc3)cccc2c1=O | 4% | 2% | 2%
CCOC(=O)c1[nH]c2ccccc2c1NC(=O)c1ccccc1OC | -11% | 0% | -38%
CCOc1ccc(C2c3c(oc4ccccc4c3=O)C(=O)N2Cc2ccc3c(c2)OCO3)cc1 (stereo not given) | 20% | -3% | 10%
CCOC(=O)C1=C(CS(=O)(=O)c2c(C)cc(C)cc2C)NC(=O)NC1c1cccc(OC)c1 (stereo not given) | 0% | -11% | -9%
CC(=O)N1CCc2cc(S(=O)(=O)CCC(=O)N3CCN(c4cccc(C)c4C)CC3)ccc21 | 10% | -3% | -3%
O=C(Cn1c(SCCOc2ccccc2)nc2ccccc21)N1CCOCC1 | 3% | 7% | 10%
CCn1cc(C(=O)NCCc2ccccc2)c(=O)c2cc(S(=O)(=O)N3CCc4ccccc4C3)ccc21 | 3% | 17% | -14%
COc1cc(NC(=O)c2nc(-c3ccc(Cl)cc3)n3c2CCCCC3)cc(OC)c1OC | -3% | -13% | -10%
CCc1c(C)nc2nncn2c1Nc1ccc(C)c(F)c1 | ? | -10% | -5%
CCOc1ccc(NC(=O)C(C)n2c(=O)cc(C)c3c(C)nn(-c4ccccc4)c32)cc1 (stereo not given) | 2% | -2% | 1%
CCc1ccccc1NC(=O)CSc1nnc(COc2ccccc2Cl)o1 | 8% | -6% | 2%
CCN(Cc1ccccc1)C(=O)C1CCC(CNS(=O)(=O)c2ccc3c(c2)CCCC(=O)N3)CC1 (stereo not given) | -16% | ? | -9%
O=C(COc1ccccc1Cl)Nc1ccc(OCc2cc(=O)n3ccsc3n2)cc1 | ? | -4% | -3%
Cc1ccccc1C(=O)n1nc(-c2cccnc2)nc1NCc1ccc(F)cc1 | -5% | -6% | -10%
Cc1ccc(Cl)c2sc(N3CCN(C(=O)C4CC4)CC3)nc12 | ? | -5% | ?
CCN1CCN(Cc2c(O)ccc3cc(-c4ccc(OC)cc4)c(=O)oc23)CC1 | -16% | -8% | 8%
COc1ccc(CNC(=O)Cn2c(-c3ccccc3)cc(C(C)=O)c2C)cc1OC | ? | -7% | -4%

Filtered by structure, the compounds so far containing an NH in an aromatic ring
SMILES | KB-V1 cytotox | KB-3-1 cytotox | ATXN2 expr inh
O=C(CSc1nc(-c2ccccc2)[nH]c1-c1ccccc1)Nc1ccc2c(c1)OCO2 | -21% | ? | 20µM*
CCOC(=O)c1[nH]c2ccccc2c1NC(=O)c1ccccc1OC | -11% | 0% | -38%

Continuation:
SMILES | KB-V1 cytotox | KB-3-1 cytotox | ATXN2 expr inh
Cc1ccc(Cl)cc1NC(=O)CCn1cnc2ccccc2c1=O | ? | -2% | -23%
N#C/C(=C\c1ccccc1F)c1nc2ccccc2c(=O)[nH]1 | -6% | 3% | -13%
Cc1ccc(C)c(OCCn2cc(C(=O)c3cccs3)c3ccccc32)c1 | 0% | -8% | 3%
Cc1cc(C)cc(C(=O)NCCc2sc(-c3ccc(F)cc3)nc2C)c1 | ? | -24% | -17%
CCc1ccc(CNC(=O)c2cc(-c3ccc(Br)s3)nc3ccccc23)cc1 | -1% | 9% | 6%
CCOC(=O)Cc1c(C)nc2c(-c3ccc(Cl)cc3)c(C(F)(F)F)nn2c1C | -11% | 2% | -19%
COc1ccc(-c2oc3ncn4nc(-c5cccc(C)c5)nc4c3c2-c2ccc(OC)cc2)cc1 | ? | 13% | -6%
CCOc1ccc(N(CC)C(=O)c2noc3c2COc2ccc(C)cc2-3)cc1 | ? | -20% | -8%
COc1ccccc1CNC(=O)c1ccc2c(c1)nc(C)n2-c1ccccc1OC | 12% | -3% | -12%
COc1cccc(C(=O)Oc2c(Sc3ccc(C)cc3)c(C)nn2C(C)(C)C)c1OC | -11% | 0% | ?
COc1ccccc1-c1nn2c(=O)cc(CN3CCN(C(=O)/C=C/c4ccccc4)CC3)nc2s1 | 11% | 9% | -14%
Cc1ccc(-n2ncc3c(Nc4ccc(Oc5ccccc5)cc4)ncnc32)cc1 | 1% | -1% | 24%
COC(=O)c1c(NC(=O)c2ccc(S(=O)(=O)N3CCCC(C)C3)cc2)sc2c1CCN(C(C)C)C2 (stereo not given) | 0% | 1% | -9%
CC(C)Oc1ccc(C(=O)N2CC(=O)Nc3ccc(F)cc3C2c2ccc(F)cc2)cc1 (stereo not given) | 4% | -1% | -19%
Cc1cc(C)cc(NC(=O)CCS(=O)(=O)c2ccc3c(c2)oc(=O)n3C)c1 | 2% | 11% | 8%
CCC(CC)C(=O)Nc1nnc(SCc2cc(=O)c3ccccc3[nH]2)s1 | 27% | ? | -23%
CSc1cccc(NS(=O)(=O)c2ccc3[nH]cc(C(=O)N4CCCCCC4)c(=O)c3c2)c1 | 0% | -1% | 1%
CCOc1ccc(N(C(C)C(=O)NCCSc2ccc(Cl)cc2)S(C)(=O)=O)cc1 (stereo not given) | 3% | ? | -31%
O=S(=O)(c1ccc2[nH]c3c(c2c1)CCCCC3)N1CCN(c2cccc(Cl)c2)CC1 | -24% | -14% | -14%
COc1cc(CNC(=O)c2cc3n(n2)CCCN(Cc2cccc(F)c2)C3=O)cc(OC)c1OC | 1% | -23% | -5%
CC(=O)c1cccc(NC(=O)c2cc(-c3ccc4c(c3)OCCO4)on2)c1 | 7% | 2% | -26%
CCNC(=O)CC1C(=O)N(c2cccc(OC)c2)C(=O)N1Cc1ccc(OC)c(OC)c1 (stereo not given) | 9% | 9% | 4%
CCOc1ccc(-n2c(SCC(=O)N3CCCc4ccccc43)nc3c([nH]c4ccccc43)c2=O)cc1 | ? | 19% | 7%
O=C(Cn1c(=O)n(Cc2ccc(C(=O)NCc3ccccc3Cl)cc2)c(=O)c2ccccc21)Nc1ccc(F)c(Cl)c1 | 4% | 6% | 4%
COc1cccc(/C=C/c2nc(C#N)c(N3CCN(C)CC3)o2)c1 | 19% | 8% | -16%
CCc1cccc(C)c1NC(=O)CCn1nc(C)c2c(C)n(-c3ccccc3)nc2c1=O | -2% | -3% | -14%
Cc1cc(C)c(S(=O)(=O)Nc2ccc(-c3ccc(N4CCC(C)CC4)nn3)cc2)cc1C | -8% | -3% | 60%[activator]
CCN(CC)C(=O)Cn1c(=O)n(CCCCCC(=O)NCc2ccc(C)cc2)c(=O)c2sccc21 | -5% | 2% | -2%
Cc1cccc(C(=O)Nc2cc3c(cc2N2CCOCC2)n(C)c(=O)n3C)c1 | 6% | -2% | -7%
COc1cc(CN(C(=O)COc2ccc(Br)cc2)c2ccccn2)cc(OC)c1OC | -16% | -13% | 10%
O=C(OCC1CCCO1)c1ccc2c(c1)N(Cc1cccc(Cl)c1)C(=O)c1ccccc1S2(=O)=O (stereo not given) | -11% | 0% | 5%
CN(CC(=O)Nc1ccccc1Cl)S(=O)(=O)c1ccc(C(=O)N2CCOCC2)s1 | -17% | -13% | 1%
Cc1ccc(NC(=O)CN2C=NS(=O)(=O)c3ccccc32)cc1 | 23% | 6% | 1%
O=C(CC1Oc2ccccc2NC1=O)NCc1ccc(F)cc1 (stereo not given) | -11% | 7% | -12%
COc1ccc(N2CCN(C(=O)Cc3coc4ccc(C)cc34)CC2)cc1 | 0% | -12% | -26%
Cc1ccc(-c2cc(C(F)(F)F)c(C#N)c(SCC(=O)Nc3ccccc3)n2)cc1 | ? | 23% | 7%
COc1ccc(NC(=O)Cn2nc(-c3ccccc3)c3cnc4ccc(C)cc4c32)cc1 | -10% | 3% | 0%
Cc1ccc2oc(=O)c3cc(C(=O)NCCCOC(C)C)sc3c2c1 | 8% | 7% | 7%
CC1CCCN(Cc2c(O)ccc3c(=O)c(-c4ccccc4Cl)c(C(F)(F)F)oc23)C1 (stereo not given) | -9% | -2% | 3%
COc1ccc(N(Cc2nnc3n2CCCCC3)C(=O)Nc2ccc(Cl)cc2)cc1Cl | ? | -1% | 7%
COc1ccc(CCNC(=O)Cn2c(C)c3cnn(-c4ccccc4)c(=O)c3c2C)cc1OC | 9% | 0% | -5%

In the list so far, these have an aryl thioether with sulfur outside any ring:
SMILES | KB-V1 cytotox | KB-3-1 cytotox | ATXN2 expr inh
COc1ccc(S(=O)(=O)NCCSc2nnnn2-c2ccccc2)cc1 | -20% | 0% | -24%
O=C(CSc1nc(-c2ccccc2)[nH]c1-c1ccccc1)Nc1ccc2c(c1)OCO2 | -21% | ? | 20µM*
O=C(Cn1c(SCCOc2ccccc2)nc2ccccc21)N1CCOCC1 | 3% | 7% | 10%
CCc1ccccc1NC(=O)CSc1nnc(COc2ccccc2Cl)o1 | 8% | -6% | 2%
COc1cccc(C(=O)Oc2c(Sc3ccc(C)cc3)c(C)nn2C(C)(C)C)c1OC | -11% | 0% | ?
CCC(CC)C(=O)Nc1nnc(SCc2cc(=O)c3ccccc3[nH]2)s1 | 27% | ? | -23%
CSc1cccc(NS(=O)(=O)c2ccc3[nH]cc(C(=O)N4CCCCCC4)c(=O)c3c2)c1 | 0% | -1% | 1%
CCOc1ccc(N(C(C)C(=O)NCCSc2ccc(Cl)cc2)S(C)(=O)=O)cc1 (stereo not given) | 3% | ? | -31%
CCOc1ccc(-n2c(SCC(=O)N3CCCc4ccccc43)nc3c([nH]c4ccccc43)c2=O)cc1 | ? | 19% | 7%
Cc1ccc(-c2cc(C(F)(F)F)c(C#N)c(SCC(=O)Nc3ccccc3)n2)cc1 | ? | 23% | 7%

A portion of the library (hit frequency here may not be typical).
